ROC1-CUL1 inh: inhibitors of human ROC1-CUL1 ubiquitin ligase activity. P62877+Q13616. inhibition, % at 10 µM. in vitro K48 di-Ub FRET, acceptor:donor ratio, 45 min. 0.6% of 140,000 active. AID 1347404; in the data active = inhibition above about 25%
Target sequence (P62877 whole entry, looked up): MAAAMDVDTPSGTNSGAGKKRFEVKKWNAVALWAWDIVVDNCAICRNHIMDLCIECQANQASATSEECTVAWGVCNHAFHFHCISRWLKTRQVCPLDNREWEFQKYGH
Target sequence (Q13616 whole entry, looked up): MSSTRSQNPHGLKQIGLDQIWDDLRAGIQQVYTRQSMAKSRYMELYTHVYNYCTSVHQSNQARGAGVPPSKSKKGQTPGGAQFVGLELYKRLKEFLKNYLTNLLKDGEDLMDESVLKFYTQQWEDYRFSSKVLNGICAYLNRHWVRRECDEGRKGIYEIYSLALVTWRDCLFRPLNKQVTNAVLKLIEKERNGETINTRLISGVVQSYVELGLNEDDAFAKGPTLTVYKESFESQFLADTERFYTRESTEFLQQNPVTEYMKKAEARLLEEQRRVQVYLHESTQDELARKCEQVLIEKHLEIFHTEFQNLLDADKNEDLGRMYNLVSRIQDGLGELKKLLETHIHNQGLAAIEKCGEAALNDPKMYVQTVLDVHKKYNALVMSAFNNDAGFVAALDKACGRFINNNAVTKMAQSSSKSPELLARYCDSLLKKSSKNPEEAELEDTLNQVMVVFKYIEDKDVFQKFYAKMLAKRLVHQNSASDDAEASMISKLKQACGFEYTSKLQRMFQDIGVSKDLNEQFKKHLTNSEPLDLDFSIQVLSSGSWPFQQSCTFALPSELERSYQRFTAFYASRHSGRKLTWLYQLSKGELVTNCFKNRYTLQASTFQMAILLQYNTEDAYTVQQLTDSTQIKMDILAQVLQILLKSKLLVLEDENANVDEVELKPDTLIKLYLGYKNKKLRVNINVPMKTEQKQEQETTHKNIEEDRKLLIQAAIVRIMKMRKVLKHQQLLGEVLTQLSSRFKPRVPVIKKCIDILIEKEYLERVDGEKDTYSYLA
The depositor's hits bear a star. These rows are one share of the data; count on the stated rates, not on these rows.

SMILES,ROC1-CUL1 inh
COc1cccc(C(=O)N(Cc2ccc(N(C)C)cc2)C2CCS(=O)(=O)C2)c1 (stereo unspecified),-2
O=C(c1ccc2c(c1)C1C=CCC1C(c1ccccc1)N2)N1CCOCC1 (stereo unspecified),-11
O=C(COc1c(Cl)cccc1Cl)NNC(=O)c1cccc(Cl)c1,-1
Cc1cn2c3c(=O)[nH]c(=O)n(C)c3nc2n1CC(C)C,15
CN(Cc1ccccc1)C(=O)c1nc(-c2ccc(Cl)cc2)n2c1CCCCC2,-6
CCCN1C(=O)c2ccccc2NC1c1ccc2c(c1)OCO2 (stereo unspecified),-6
C=CCSc1nnc2c(n1)OC(c1sccc1C)N(C(C)=O)c1ccccc1-2 (stereo unspecified),2
CCOC(=O)c1c(-c2ccc(Br)cc2)csc1NC(=O)Cc1ccccc1,-8
Cc1ccc(CN2CCSc3ccc(C(=O)Nc4ccc(F)cc4F)cc32)cc1,7
Cc1oc(-c2ccc(F)cc2F)nc1CN(CCO)C(C)C,-8
CCOc1ccc(C2=C(C=Nc3c(C)n(C)n(-c4ccccc4)c3=O)C(c3ccccc3C)c3ccccc3O2)cc1 (stereo unspecified),-3
CCOc1ccc(-c2cc(C(=O)N/N=C/c3ccccc3[N+](=O)[O-])c3ccccc3n2)cc1,-2
CCNC(=O)N1CCc2c(cnc(C)c2-c2noc(-c3scnc3C)n2)C1,-2
C=CCNC(=O)c1ccc(OC)c(Br)c1,5
CCOc1ccc(CNC(=O)C2=Cc3cc(Br)ccc3OC2)cc1OC,-4
O=C1c2ccccc2C(=O)N1CSC(=S)N/N=C/c1ccccc1,0
CCCn1c(C)c(CC(=O)N2CCNC(=O)C2)c2c1CC(C)(C)CC2=O,0
Cc1ccc(CN(C(=O)COc2ccc([N+](=O)[O-])cc2)c2ccccn2)cc1,4
CCOc1ccc(S(=O)(=O)N(CC(=O)N/N=C/c2ccc(OC)cc2OC)c2ccc(C)cc2)cc1,2
Cc1ccc(S(=O)(=O)Nc2cccc(Cl)c2)cc1C(=O)Nc1cccc(Cl)c1,-1
O=C(c1ccc(N2CCC(NCC(c3ccccc3)c3ccccc3)CC2)cc1)N1CCCC(O)C1 (stereo unspecified),7
COc1cccc(NC(=O)Cn2c(=O)n(CCc3ccc(OC)c(OC)c3)c(=O)c3ccccc32)c1,1
O=C(CCN1CCCO1)N1CCc2[nH]nc(-c3ccc(Cl)cc3)c2C1,-4
CCOC(=O)C1=C(C)N=c2s/c(=C\c3c(F)cccc3Cl)c(=O)n2C1c1ccc(OC(C)=O)cc1 (stereo unspecified),-7

Arranged by count of non-hydrogen atoms (high to low): part of the list above.
SMILES,ROC1-CUL1 inh
CCOc1ccc(C2=C(C=Nc3c(C)n(C)n(-c4ccccc4)c3=O)C(c3ccccc3C)c3ccccc3O2)cc1 (stereo unspecified),-3
COc1cccc(NC(=O)Cn2c(=O)n(CCc3ccc(OC)c(OC)c3)c(=O)c3ccccc32)c1,1
CCOC(=O)C1=C(C)N=c2s/c(=C\c3c(F)cccc3Cl)c(=O)n2C1c1ccc(OC(C)=O)cc1 (stereo unspecified),-7
CCOc1ccc(-c2cc(C(=O)N/N=C/c3ccccc3[N+](=O)[O-])c3ccccc3n2)cc1,-2
Cc1ccc(CN2CCSc3ccc(C(=O)Nc4ccc(F)cc4F)cc32)cc1,7
Cc1ccc(S(=O)(=O)Nc2cccc(Cl)c2)cc1C(=O)Nc1cccc(Cl)c1,-1
O=C(c1ccc2c(c1)C1C=CCC1C(c1ccccc1)N2)N1CCOCC1 (stereo unspecified),-11
CCOc1ccc(CNC(=O)C2=Cc3cc(Br)ccc3OC2)cc1OC,-4
O=C(CCN1CCCO1)N1CCc2[nH]nc(-c3ccc(Cl)cc3)c2C1,-4
O=C1c2ccccc2C(=O)N1CSC(=S)N/N=C/c1ccccc1,0
CCCN1C(=O)c2ccccc2NC1c1ccc2c(c1)OCO2 (stereo unspecified),-6
Cc1oc(-c2ccc(F)cc2F)nc1CN(CCO)C(C)C,-8
Cc1cn2c3c(=O)[nH]c(=O)n(C)c3nc2n1CC(C)C,15
C=CCNC(=O)c1ccc(OC)c(Br)c1,5

Further records:
SMILES,ROC1-CUL1 inh
O=c1c2ccccc2ncn1-c1cccc(C(F)(F)F)c1,-5
Cc1ccccc1OCC(=O)Nc1ccc2nc(SCC(=O)N3CCCC3)sc2c1,12
Cn1c(CNc2cccc(Cl)c2)nnc1SCC(=O)N/N=C/c1ccc2c(c1)OCO2,-4
O=C(CCC1(Cc2ccc3ccccc3c2)CCC(=O)N1)NC(c1ccccn1)C(F)(F)F (stereo unspecified),9
CCCCc1nn2c(=O)cc(COC(=O)C(C)Oc3ccccc3)nc2s1 (stereo unspecified),4
COc1cc(NC(=O)CCS(=O)(=O)c2nc(-c3cccs3)cc(C(F)(F)F)n2)cc(OC)c1OC,-7
CC(C)OC(=O)c1c2c(n3ccccc13)C(=O)c1ccccc1C2=O,-8
CCOC(=O)c1ccc(N2C(=O)c3n[nH]c(-c4ccco4)c3C2c2ccc(O)cc2)cc1 (stereo unspecified),-5
CCn1cc(CNC(=O)c2cc(-c3ccc4c(c3)OCO4)nc3ccccc23)c(C)n1,4
Nc1c(C(=O)Nc2ccc(Cl)cc2)sc2nc3c(cc12)CCCCCC3,3
CCOC(=O)c1cnc(SC)nc1NCc1ccc(OC)cc1,5
COc1cc(C2CC(C)(OC)Oc3cc4c(cc32)OCO4)cc(OC)c1OC (stereo unspecified),1
C=CCn1c(SCC(C)=O)nnc1-c1cc(-c2ccccc2)sc1N,-12
Cc1cc(C)c(-c2nnc(-c3ccccc3)o2)c(C)c1,6
COc1ccccc1NC(=O)Cn1nnc(C(=O)NCc2cccs2)c1N,-2
N#CN=C(N)c1sc2nc3c(cc2c1N)CCCCC3,-13
C#Cc1ccc([C@@H]2C[C@H]3CN(Cc4ccccc4OC)C(=O)[C@]34CCCN24)cc1,7
COc1ccccc1Cc1nc2ccccc2nc1SCC(=O)NCc1ccc(C)cc1,0
COc1ccc(C2CC(=O)Nc3cc(OC)cc(OC)c32)c(OC)c1 (stereo unspecified),8
Cc1ccc2c(=O)cc(C(=O)Nc3c(C(=O)Nc4cccc(Cl)c4)oc4ccccc34)oc2c1,9
CCOC(=O)C1(Cc2cccc(OC)c2)CCCN(C(=O)c2cc(C)nc(C)n2)C1 (stereo unspecified),4
CC(/C=C/c1ccccc1)=N/NC(=O)C(c1ccccc1)c1ccccc1,6
CCc1ccc(CN2CCC(c3nc(-c4ccncc4)ncc3-c3cccc(OC)c3)CC2)o1,0
COc1ccc(F)c(CNC(C)c2cnc(-c3ccncc3)nc2C)c1 (stereo unspecified),-7
CN1c2ccc(Cl)cc2-c2nc(SCC(=O)Nc3cc(F)ccc3F)ncc2S1(=O)=O,-1
CC(C)(C)OC(=O)N1CC=C2C(C#N)C(=N)C(C#N)(C#N)[C@H](c3cc(Br)ccc3F)[C@H]2C1 (stereo partly specified),0
O=C(CSc1nc2ccc(NC(=O)C3CCCCC3)cc2s1)NCC1CCCO1 (stereo unspecified),1
Cc1ccc(C(=O)N2CCN(Cc3ccc(F)cc3)CC2)s1,-4
O=C(c1ccc(F)cc1)N1CCCC1=Nc1ccc(Cl)cc1,7
CCc1noc(C)c1C(=O)Nc1ccc(Br)cc1C,-8
CCCCNC(=O)CSc1nnc(CCc2ccccc2)n1CCOC,-1
Cc1ccccc1NC(=O)CSc1nnc(CSCc2ccc(Cl)c(Cl)c2)n1C,9
Cc1oc(-c2ccc(Cl)cc2)nc1CS(=O)CC(=O)NCCc1ccccc1 (stereo unspecified),-1
CCn1cc(/C=C/C(=O)Nc2ccc(Cn3nc(C)c(Br)c3C)cc2)cn1,2
CC1SC2=NC3=C(CCc4ccccc43)C(c3ccc(Cl)cc3)N2C1=O (stereo unspecified),8
CCOc1ccc(Nc2nc(Nc3ccc(OCC)cc3)nc(N3CCOCC3)n2)cc1,6
Cc1ccc(C)c(S(=O)(=O)NCc2ccc(C(=O)N3CC(C)CC(C)C3)cc2)c1 (stereo unspecified),1
N#CC1C(=N)OC2=C(C(=O)CCC2)C1c1ccc(Cl)c(Cl)c1 (stereo unspecified),1
Cc1ccccc1-n1nnc(C(=O)NCc2ccccc2Cl)c1C,-4
Cc1ccc(O)c(NC(=O)C2CCCCC2)c1,4
CC1(C)C(=O)C2(C(=O)Nc3ccc(Cl)cc3Cl)CCC1C2 (stereo unspecified),7
Cn1c(=O)n(C)c2cc(/C=N/NC(=O)CNC(=O)COc3ccc(Cl)cc3)ccc21,3
O=S(=O)(Nc1ccc(-c2ccc(N3CCCC3)nn2)cc1)c1cccc(C(F)(F)F)c1,-11
N#Cc1c(Cl)nc(Cl)c2c1CN(C1CCCCC1)CC2,4
CC1=NC2=NC(C(C)C)C(=O)NC2C(=O)N1 (stereo unspecified),0
CCN(CC)S(=O)(=O)c1ccc(NC(=O)c2ccccc2Cl)cc1,13
Cc1cccc(N2C(=O)CC(N3CCc4ccccc4C3)C2=O)c1 (stereo unspecified),-3
COc1cccc(-c2nc(SCC(=O)NCc3ccco3)c3c(=O)n(C)c(=O)n(C)c3n2)c1,3
COc1ccccc1NC(=O)c1cc2c(-c3ccccc3)nn(-c3ccccc3)c2s1,-3
COc1cc(C2c3c(n[nH]c3C)OC(=N)C2C#N)cc(Br)c1OCc1ccccc1 (stereo unspecified),-5
COc1cc(/C=N/NC(=O)CNC(=O)COc2ccccc2)ccc1OCC(=O)O,-3
Fc1ccc(-n2c(C3CC3c3ccc(Cl)cc3)n[nH]c2=S)cc1 (stereo unspecified),-3
CCCCNC(=O)c1cc2c(=O)n3cccc(C)c3nc2s1,-9
O=C(Nc1cccnc1)c1cccnc1Cl,-2
Cc1cc(=O)oc2cc(Oc3ncnc4scc(-c5ccccc5)c34)ccc12,-3
CCOc1ccc(CCNC(=O)CS(=O)(=O)Cc2nc(-c3ccc(OC)cc3)oc2C)cc1,-4

Other structures.
SMILES,ROC1-CUL1 inh
Cc1ccc(/C=C(/C#N)c2nc(-c3ccc(Cl)cc3)cs2)s1,1
CCOC(=O)C1CCCN(C(=O)NC2(C(F)(F)F)Oc3ccc(Cl)cc3O2)C1 (stereo unspecified),-2
Cc1cccc(C2CC(c3ccc(F)cc3)=Nc3nc4ccccc4n32)c1 (stereo unspecified),2
COC(=O)c1ccc(NC(=O)CN2CCN(c3ccc(Cl)cc3)CC2)cc1,-2
COc1cc(C2c3c(oc4ccccc4c3=O)C(=O)N2Cc2ccc(C)cc2)ccc1O (stereo unspecified),3
CC(C)Nc1nc2nonc2nc1NCc1ccccc1,2
CCCOc1ccc(-c2csc3ncn(CCc4ccccc4)c(=O)c23)cc1,1
COc1cc(NC(=O)CCC2CCCN(C(=O)c3csnn3)C2)cc(OC)c1 (stereo unspecified),4
Cc1noc(C)c1CCCNC(=O)c1ccc(NC(C)C)nc1,-6
Cc1ccc(OCCN(C)C(=O)CC2(c3cccc(C(F)(F)F)c3)CC(=O)N(C3CC3)C2=O)cc1 (stereo unspecified),3
Cc1cccc(Cn2cc(S(=O)(=O)c3ccc(Cl)cc3)c(=O)c3cc4c(cc32)OCO4)c1,-2
COc1ccc(-c2csc(NC(=S)NC(=O)c3cc(Cl)ccc3Cl)n2)cc1Br,-3
O=C(CN1CCCN(Cc2ccccc2Cl)S1(=O)=O)NCc1ccccc1,1
COc1cccc(CNc2ccc3c(c2)oc2ccccc23)c1OC,4
CC(=O)NCc1cccc(CNC(C)=O)c1,-1
O=C(Nc1ccc(CN2CCOCC2)cc1)c1cccc2ccccc12,-7
O=C(N/N=C/c1cc(Cl)ccc1O)c1cc(C2CC2)nc2ccccc12,-3
CC(C)CN1CCC(C2CCN(S(=O)(=O)CC(F)(F)F)C2)CC1 (stereo unspecified),1
Cc1cc(C(=O)CSc2nnc3sc4ccccc4n23)c(C)n1-c1ccc(F)c(Cl)c1,10
COc1cc(OC)cc(N2C(=O)CSC23C(=O)Nc2ccccc23)c1 (stereo unspecified),2
CCCCC(=O)N1CCN(Cc2ccc(Cl)c(Cl)c2)CC1,0
CCN(CC)S(=O)(=O)Cc1ccc(Cl)cc1,-1
COc1cccc(N2CCN(C(=O)C3Cc4ccccc4N3C(C)=O)CC2)c1 (stereo unspecified),0
O=C(NC1CC(=O)N(c2ccccc2)C1)c1ccc(S(=O)(=O)N2CCCCC2)cc1 (stereo unspecified),3
Cc1ccc(C)c(S(=O)(=O)NCC(=O)O)c1,-12
O=C(CNC(=O)c1ccc(Cl)cc1)OCc1cc(=O)n2nc(C3CCCCC3)sc2n1,1
Cc1ccc2oc(-c3ccc(NC(=S)NC(=O)C(c4ccccc4)c4ccccc4)cc3O)nc2c1,-23
COc1cc(-c2nn3c(-c4ccc(C(F)(F)F)cc4)nnc3s2)cc(OC)c1OC,1
CN(CCc1ccccn1)C(=O)CCC1CCCN(C(=O)C2=CC(=O)CC(C)(C)O2)C1 (stereo unspecified),-3
N#Cc1ccc(-c2csc(-c3ccccc3)n2)cc1,7
CCc1noc(C)c1C(=O)Nc1sc2c(c1C(N)=O)CCC(CC)C2 (stereo unspecified),-3
COc1ccc(CN2Cc3ccccc3OC(c3ccccc3F)C2)c(OC)c1OC (stereo unspecified),1
COc1ccc(Br)cc1CNC(=O)c1cnc2sc(N3CCC(C)CC3)nn2c1=O,-4
CCN=C1CC=CC=C(C(=O)/C=C/c2ccc(C#N)cc2)C1=O,-2
Cc1ccc2nc3c(cc(C(=O)NC4CCCC4)c(=N)n3C(C)C)c(=O)n2c1,4
O=C(Nc1ccc(Br)cc1)c1ccc(Br)o1,-3
CCc1ccccc1NC(=O)[C@H](Cc1ccccc1)N1Cc2ccccc2C1=O,4
C=CCC(=O)NC1CC(C)(C)Cc2nc(N3CCC(O)CC3)ncc21 (stereo unspecified),1
